Screening results as filed in PubChem.
KCNH2 WT inh: KCNH2 (human, wildtype) channel inhibition | Q12809 | U2OS, BacMam KCNH2, thallium flux FluxOr; active compounds read low | activity change, % at 1.84 µM | 340,000 compounds, 0.37% hits | AID 720551;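 active means maximum activity change below -70%; inconclusive means maximum activity change between -70% and -50%; inactive means maximum activity change above -50%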; further: on the % scale 0 is the no-effect control and ±100 the full control effect
Target sequence (Q12809 whole entry, looked up): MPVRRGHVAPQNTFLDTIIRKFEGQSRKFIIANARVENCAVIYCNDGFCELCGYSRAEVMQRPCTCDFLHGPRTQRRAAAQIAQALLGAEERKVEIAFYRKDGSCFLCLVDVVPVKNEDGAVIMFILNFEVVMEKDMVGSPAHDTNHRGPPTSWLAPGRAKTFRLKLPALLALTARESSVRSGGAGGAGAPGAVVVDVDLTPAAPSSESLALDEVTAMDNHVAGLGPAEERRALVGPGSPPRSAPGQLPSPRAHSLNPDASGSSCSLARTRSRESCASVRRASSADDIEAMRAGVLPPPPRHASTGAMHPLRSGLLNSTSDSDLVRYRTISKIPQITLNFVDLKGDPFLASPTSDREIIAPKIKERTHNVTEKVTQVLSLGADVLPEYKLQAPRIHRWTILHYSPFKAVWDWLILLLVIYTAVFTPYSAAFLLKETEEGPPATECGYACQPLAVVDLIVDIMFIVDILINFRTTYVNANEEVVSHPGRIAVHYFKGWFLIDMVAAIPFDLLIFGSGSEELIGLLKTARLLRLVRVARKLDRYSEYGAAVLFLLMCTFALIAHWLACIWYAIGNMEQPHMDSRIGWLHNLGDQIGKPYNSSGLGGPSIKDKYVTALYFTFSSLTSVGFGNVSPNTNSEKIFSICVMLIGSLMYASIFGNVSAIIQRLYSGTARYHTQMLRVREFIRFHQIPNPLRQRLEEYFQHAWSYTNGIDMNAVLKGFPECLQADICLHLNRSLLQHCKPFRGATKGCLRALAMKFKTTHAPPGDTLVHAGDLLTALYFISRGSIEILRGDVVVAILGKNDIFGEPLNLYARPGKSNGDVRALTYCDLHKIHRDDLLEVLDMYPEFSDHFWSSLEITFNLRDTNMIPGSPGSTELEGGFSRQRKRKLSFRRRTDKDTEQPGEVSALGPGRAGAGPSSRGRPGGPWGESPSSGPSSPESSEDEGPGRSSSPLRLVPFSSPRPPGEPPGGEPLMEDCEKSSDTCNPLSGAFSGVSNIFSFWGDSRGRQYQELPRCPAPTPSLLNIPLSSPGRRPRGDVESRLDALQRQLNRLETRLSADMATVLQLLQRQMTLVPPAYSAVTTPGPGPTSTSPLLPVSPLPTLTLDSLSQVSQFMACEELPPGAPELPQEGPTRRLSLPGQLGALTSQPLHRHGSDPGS
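U2OS cells were transduced with wild-type KCNH2 virus (2.03 x 10^8 / mL) for 4 h at room temperature, then cultured overnight at 37 C. Thallium flux was read with FluxOr dye. Rate constants were normalized to DMSO controls.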
S-ASM inh: inhibitors of human secretory acid sphingomyelinase; P17405; placental ASM, HMU-PC fluorogenic substrate, 60 min; Potency, µM (top dose mostly 57.5 µM), for the others: at the highest dose activity change, negative = inhibition, actives largely listed as inhibitors; 340,000 compounds, 0.006% hits; further: potency means the concentration at half of the fitted maximal effect
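Fluorogenic HMU-PC substrate (9 uM final) is turned over by placental ASM in 60 min at 37 C after a 10 min compound preincubation. Reaction ended by alkaline stop (pH 10), with fluorescence read at 386/447 nm.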
GALK inh: galactokinase (human) inhibition | P51570 | Purified GALK, Kinase-Glo residual ATP luminescence | Potency, µM (highest dose often 57.5 µM), without a hit: top-dose activity change, negative = inhibition, actives largely listed as inhibitors | 270,000 compounds, 0.007% hits | AID 1868; further: potency means the concentration at half of the fitted maximal effect; on the % scale 0 is the no-effect control and ±100 the full control effect
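Human GALK (5 nM) with 35 uM ATP and 100 uM galactose in 20 mM HEPES pH 8.0, 5 mM MgCl2, 60 mM NaCl, 1 mM DTT, 0.01% BSA. After 1 h at room temperature, leftover ATP was read by Kinase-Glo Plus luminescence.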
MBNL1-CUG inh: blocks human MBNL1 binding to CUG repeat RNA; AID 2675; Potency, µM (top dose mostly 57.5 µM), without a hit: at the highest dose activity change, negative = inhibition, hits mostly inhibitors; TR-FRET MBNL1-His/biotin-(CUG)12 binding, 665/545 ratio; Q9NR56; 280,000 compounds, 0.036% hits; active means well fitted inhibition curve with a large enough effect in the signal ratio, with a control signal flat, not every such curve was filed as active; inconclusive means small, poorly fitted or top-dose-only effect, or effect the other way, or a change in a side signal; inactive means no such curve, though single readings can be large or run the other way; the % refers to the signal ratio; further: potency means the concentration at half of the fitted maximal effect; on the % scale 0 is the no-effect control and ±100 the full control effect
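Compounds (final 92 nM to 58 uM) are added to His-tagged MBNL1 and biotin-(CUG)12, then terbium anti-His antibody and streptavidin-XL665 (5 nM final). After 60 min at room temperature, the 665/545 nm ratio is read.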
a7 integrin act: activates integrin-mediated alleviation for muscular dystrophy; alpha7betagal myoblasts, beta-gal FDG fluorescence, 48 h; Potency, µM (top dose mostly 38.3 µM), for inactives: top-dose activation, actives largely listed as activators; 350,000 compounds, 0.064% hits; AID 624291;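 further: potency means the concentration at half of the fitted maximal effect; 100% = response of the positive control SU9516; nearly all actives have a fitted effect of over 60% in size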
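alpha7betagal+/- myoblasts (passage 13, 250/well) treated 48 h at 37C with compounds at 1:260 dilution of DMSO stock. Lysed, then beta-galactosidase activity read as FDG fluorescence (ex 480/em 540) after 30 min, with pre-read for autofluorescence.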
A-T KAP1 phos: candidate therapy for ataxia-telangiectasia; […] A-T fibroblasts, KAP-1 phosphorylation AlphaLISA; neocarzinostatin DNA damage 30 min before lysis; 320,000 compounds, 0.19% hits; Potency, µM (highest dose often 57.5 µM), for the others: at the highest dose activation, most hits filed as activators; further: potency means the concentration at half of the fitted maximal effect; % of control where 0% means no effect; nearly all actives have a fitted effect of over 45% in size
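ATM-like activity read as KAP-1 phosphorylation via AlphaLISA donor/acceptor antibody pairs after lysis and 6 hr at 25C. Cells were ATM-null patient fibroblasts ([…], hTERT), dosed 60 min, then exposed to the DSB inducer NCS for 30 min.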
Coupling enz: counter-screen for Giardia aldolase inhibitors: coupling enzyme system; coupling enzyme system counterscreen, AmpLite Red fluorescence; activity change, negative = inhibition, % at 58.2 µM, hits read low; 290,000 compounds, 0.67% hits; AID 2472; in the data active means activity change below about -30%; further: on the % scale 0 is the no-effect control and ±100 the full control effect
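Fluorescence at 525 nm excitation and 598 nm emission measured inhibition of the coupled detection system without aldolase. Compounds (at 57.5 uM final) were preincubated 10 min at room temperature with coupling enzyme reagent before a 20 min substrate/AmpLite Red step.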
TRPV1 ag: activates the human vanilloid receptor TRPV1; Q8NER1; TRPV1-expressing cells, Fluo-8 calcium influx, agonist mode; activation, % at 8.33 µM; 320,000 compounds, 0.19% hits; AID 540275; in the data active means activation above about 80%; inconclusive means between about 30% and that limit; further: 0% is about no effect
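TRPV1-expressing cells were cultured overnight at 35.5C and loaded with Fluo-8 calcium dye for 40 to 90 min at room temperature. After a 10 s baseline, compound was added and calcium influx was read kinetically for 3 min (ex 480/em 520 nm).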
MLL CXXC-DNA inh: inhibitors of human MLL CXXC domain-DNA interaction. MLL-CXXC / FITC-HOXA9 DNA fluorescence polarization. Potency, µM (highest dose often 115 µM), without a hit: at the highest dose activity change, negative = inhibition, hits mostly inhibitors. 290,000 compounds, 0.037% hits. AID 2662; active means well fitted inhibition curve with a large enough effect in the polarisation, with a control signal flat, not every such curve was filed as active; inconclusive means small, poorly fitted or top-dose-only effect, or effect the other way, or a change in a side signal; inactive means no such curve, though single readings can be large or run the other way; the % refers to the polarisation; further: potency means the concentration at half of the fitted maximal effect
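Steps: dispense CXXC domain solution (7 uM) → pin compounds or unlabeled HOX-A9 DNA control → 5 min ambient → add FLSN-HOX-A9 solution (50 nM) → spin → 30 min ambient → fluorescence polarization. Tris pH 7.5/NaCl/DTT/BSA buffer.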
KCNH2 3.1 inh: inhibitors of human KCNH2 3.1 potassium channel isoform; U2OS KCNH2 3.1, thallium flux FluxOr; active compounds read low; activity change, % (tested at about 1.8 µM); 340,000 compounds, 0.95% hits; AID 720553;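 active means maximum activity change below -70%; inconclusive means maximum activity change from -70% to -50%; inactive means maximum activity change above -50%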;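 further: thallium influx rate constant from kinetic fluorescence after stimulation buffer; on the % scale 0 is the no-effect control and ±100 the full control effect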
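Steps: virus added to U2OS suspension (4 h, RT, dark); medium with 10% FBS added, cells plated, 37 C overnight; FluxOr/Red40 loading buffer 45 min RT; stimulation buffer, 2 min kinetic read; rate constant normalized.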
Starred values were filed as active, the others as inactive; ? = inconclusive; · = no result given; [ ] = another dose, or the depositor's remark. Unless noted, the call rests on the fitted dose curve; in most records, active means well fitted curve in the direction sought with a large enough effect; inconclusive means small, poorly fitted or top-dose-only effect, or another doubt; inactive means no such curve, though single readings can be large; an effect the other way counts as inactive or inconclusive.

SMILES	KCNH2 WT inh	S-ASM inh	GALK inh	MBNL1-CUG inh	a7 integrin act	A-T KAP1 phos	Coupling enz	TRPV1 ag	MLL CXXC-DNA inh	KCNH2 3.1 inh
CCOC(=O)C1CCCN(C(=O)C2CC(=O)N(c3ccc(C)cc3)C2)C1 (stereo not given)	-1	5%	1%	-1%	-33%	9%	1	1	4%	0
O=C(Nc1ccc(Cl)cc1)Nn1cnnc1	-6	-1%	·	?	22%	16%	1	0	7%	27
CCOC(=O)c1oc2cc(O)ccc2c(=O)c1-c1ccccc1OC	-4	-7%	3%	14%	-31%	0%	-3	1	5%	-17
COc1cccc(CN2CC(C(=O)NCCn3ccc(C)n3)CCC2=O)c1 (stereo not given)	-3	4%	-3%	-2%	-7%	1%	·	2	-3%	-1
Cc1[nH]c2ccccc2c(=O)c1CN1CCCCC1	1	2%	1%	-4%	13%	6%	1	-3	-3%	-2
CCN(CC(=O)Nc1c(F)cccc1F)C(=O)Cc1c(C)nc2ccccc2c1C	3	-2%	·	·	8%	-2%	·	0	·	-6
COC(=O)c1nn(-c2ccc(C)cc2)c2nnc(Cc3ccccc3)c(=O)n12	-3	7%	1%	15%	12%	-8%	5	?	4%	-38
CCCC(=O)OCC(=O)NCc1ccc(Cl)cc1	-5	1%	10%	-6%	6%	9%	0	11	-5%	-7
Cc1cc(Nc2ccccc2)n(CCC#N)n1	-4	1%	-1%	1%	3%	7%	4	3	1%	-6
COc1ccc(/C=N/NC(=S)NC2CCS(=O)(=O)C2)cc1OC (stereo not given)	1	6%	3%	1%	-18%	4%	0	-2	-3%	-5
Cc1nn(C)c(Sc2ccccc2N)c1[N+](=O)[O-]	·	1%	-1%	21%	-33%[inhibitor]	2%	0	24	10%	32
COc1cccc(NC(=O)CC(C)=O)c1	5	-5%	0%	·	15%	4%	1	4	2%	0
Cc1cccc(CN2CCN(C(=O)c3cccc4ccccc34)CC2)c1	-26	1%	4%	-1%	-13%	7%	2	21	-15%	-3
COc1ccc(C)cc1Nc1cc(C)nc2ncnn12	-4	-5%	·	-26%	1%	-3%	6	-2	-8%	11
Cc1ccc(S(=O)(=O)N2[C@@H](c3ccc(Br)cc3)C(C(=O)O)=CC[C@H]2c2cccs2)cc1	-3	-10%	·	·	-11%	5%	·	·	·	-5
COc1ccc(-n2c(SCC(=O)NCc3ccco3)nc3sc4c(c3c2=O)CCN(C)C4)cc1	-13	14%	2%	16%	?	-1%	0	1	-9%	22
O=S(=O)(Nc1ccc(-c2ccc(N3CCOCC3)nn2)cc1)c1ccc(Cl)c(Cl)c1	0	-10%	·	·	-15%	3%	·	2	·	-8
Cn1c(C(=O)NCCCN2CCOCC2)cc2c(=O)n(C)c3ccccc3c21	-1	-2%	1%	-4%	10%	-3%	0	-1	-1%	1
O=C(Nc1nccs1)c1ccc(-c2ccc(Cl)cc2Cl)o1	-5	7%	3%	25%	29%	-3%	-1	25	15%	-6
CCOC(=O)c1sc(=N)n(-c2ccc(OC)cc2)c1C	4	-2%	-4%	19%	2µM*	2%	-1	9	-1%	-30
COc1cccc2c1C(=O)c1c(O)c3c(c(O)c1C2=O)CC(O)(C(C)=O)CC3OC1CC(O)C(O)C(C)O1 (stereo not given)	11	-11%	·	·	0%	·	·	·	·	-12
CCOc1ncccc1C(=O)OCc1c(F)cccc1Cl	-3	4%	7%	-2%	-15%	?	9	13	?	-9
O=C(O)c1cccc(N/N=C/C2=C(Cl)c3cc(Cl)ccc3SC2)c1	-12	-5%	-6%	-5%	7%	3%	11	-1	22%	-1
C[N+](C)(C)CCCNC(=O)c1ccc(/C=N/O)nc1	-8	5%	0%	-8%	0%	-5%	5	1	-5%	-5
COc1ccc(C)c(Cn2c(-c3nonc3N)nc3ccccc32)c1	3	-7%	-2%	11%	-4%	3%	-1	2	-1%	15
Cc1c(Cl)cccc1NC(=S)NN1CCOCC1	-11	-1%	-2%	-1%	-20%	-1%	0	-1	-1%	-3
Cc1ccc(NC(=O)C2CCN(S(=O)(=O)c3ccc4[nH]c(=O)oc4c3)CC2)cc1F	0	-2%	-2%	-4%	-28%	4%	0	-4	-4%	3
Cc1c(C(=O)N2CCN(c3ncccn3)CC2)oc2ccc(Cl)cc12	0	-2%	·	·	6%	-3%	·	6	·	-10
COc1ccc(C(c2nnnn2C2CCCCC2)N2CCN(c3ccccc3)CC2)cc1 (stereo not given)	·	·	1%	2%	·	-11%	1	0	3%	·
O=C(N1CCC(n2nc(-c3ccccc3)oc2=O)CC1)C1(c2ccccc2)CC1	-14	0%	7%	4%	-16%	12%	3	21	6%	-2
COc1ccc(S(=O)(=O)Nc2ccc3c(c2)C(=O)N([C@H](C)CO)C[C@H](C)[C@@H](CN(C)S(=O)(=O)c2c(C)noc2C)O3)cc1	-5	-2%	·	·	5%	0%	·	·	·	21
S=C(Nc1cccc(Cl)c1)N1CCOCC1	-9	-1%	0%	3%	14%	8%	0	0	2%	3
CC1(C)Oc2ccc(NC(=O)C3COc4ccccc4O3)cc2O1 (stereo not given)	-145*	-1%	6%	4%	12%	-2%	-12	2	4%	-172*
COc1ccc(-c2noc(CN(C)C(=O)CCN3C(=O)[C@H]4CC=CC[C@H]4C3=O)n2)cc1	1	-3%	8%	-4%	12%	-27%	·	-2	12%	9
N#CC(C#N)=C1C=CC=CN1/C(=C\c1ccco1)C(=O)c1ccc(-c2ccccc2)cc1	-8	-22%	-5%	7%	-47%[inhibitor]	-5%	1	1	2%	-85*
CCN(CC)S(=O)(=O)c1ccc2c(c1)nc(CCC(=O)OCC(=O)Nc1cc(Cl)cc(Cl)c1)n2C	-3	-8%	1%	·	8%	-3%	0	-2	7%	-83*
CCOC(=O)Nc1ccc([N+](=O)[O-])cc1OC	-4	0%	·	·	-8%	·	·	·	·	-5
CC(C)(C)n1nnnc1CN(Cc1ccco1)Cc1cc2cc3c(cc2[nH]c1=O)OCO3	14	50%[activator]	-5%	15%	-52%[inhibitor]	-3%	4	4	2%	2
CCc1nc2c(sc3nc4c(cc32)COC(C)(C)C4)c(=O)n1CCN(CC)CC	-7	-3%	1%	3%	-3%	1%	3	0	7%	6
O=C(CSc1nc2[nH]c(=O)cc(O)c2s1)Nc1nncs1	-21	6%	·	·	34%	·	·	·	·	4
CCCOc1ccc(N2C(=O)CC(N3CCN(c4ccc([N+](=O)[O-])cc4)CC3)C2=O)cc1 (stereo not given)	-16	-16%	·	?	-4%	-25%	0	0	6%	?
O=C(Nc1nnc(-c2ccc(F)cc2)o1)c1cccc([N+](=O)[O-])c1	-5	5%	5%	10%	-22%	0%	3	-3	-2%	15
COc1ccc(-c2cc(C(=O)N(C)CC(=O)Nc3ccccc3C(F)(F)F)c3ccccc3n2)cc1OC	6	49%[activator]	·	·	-20%	·	·	·	·	-17
CCN(CC)C(=O)Nc1ccc(Br)cc1	-10	4%	1%	-5%	-10%	2%	3	-6	14%	-7
CCC(C(=O)NC1CCCC1)N(C(=O)Cn1nnc(-c2ccc(C)o2)n1)C(C)(C)C (stereo not given)	11	-1%	2%	-2%	3%[7.66 µM]	12%	0	7	4%	-7
CC(C)(C)C(=O)N1c2ccccc2CCc2ccccc21	22	-2%	·	3%	16%	3%	0	1	-2%	5
CNC(=O)/C(C#N)=C1\SC(Cc2ccc(F)cc2)C(=O)N1c1ccccc1C (stereo not given)	-1	-4%	1%	-7%	?	4%	2	-5	8%	-15
CC1CCN(CCc2nc3cc(NC(=O)COc4ccccc4)ccc3n2C)CC1	8	2%	6%	-9%	-36%	-1%	·	2	16%	?
CS(=O)(=O)N1CCCC(C(=O)NCc2ccc(F)cc2)C1 (stereo not given)	7	7%	0%	1%	0%	2%	2	3	0%	5
CCOC(=O)c1ccc(N2Cc3ccccc3C2=NC(=O)c2ccncc2)cc1	-21	4%	7%	?	-11%	3%	3	25	5%	-5
O=C(NO)c1ccccc1C(F)(F)F	-2	-1%	0%	·	-16%	0%	-5	-7	2%	6
c1ccc(-c2csc(Nc3ccccn3)n2)cc1	-1	-3%	-2%	-2%	0%	-4%	1	18	-2%	-5
C[C@H](CO)N1C[C@H](C)[C@@H](CN(C)S(=O)(=O)c2ccccc2)Oc2c(NC(=O)CCC(F)(F)F)cccc2C1=O	-6	0%	·	·	-9%	-1%	·	·	·	16
